LMPTP inh: LMPTP phosphatase inhibitors, primary screen, biochemical, fluorescence intensity, uHTS. Low molecular weight phosphotyrosine protein phosphatase (Homo sapiens), P24666. recombinant LMPTP-A, OMFP fluorogenic substrate. inhibition, % at 20 µM. 360,000 compounds, 0.22% hits;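 active means compounds that cut the enzyme signal by at least half of the control window in the single-dose screen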;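 further: plate controls were DMSO wells with enzyme plus substrate for no effect and substrate without enzyme for full effect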
Target sequence (P24666 whole entry, looked up): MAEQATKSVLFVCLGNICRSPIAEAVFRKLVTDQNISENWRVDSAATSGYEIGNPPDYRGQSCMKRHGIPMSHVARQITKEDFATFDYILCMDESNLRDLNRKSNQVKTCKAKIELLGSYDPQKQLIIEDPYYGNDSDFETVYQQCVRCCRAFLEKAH
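Test system – LMPTP-A phosphatase enzyme · Quantity – 0.625 nM LMPTP-A final · Reagent – OMFP substrate, 400 µM final · Dosing – one test concentration per compound, 20 µM, with 3% DMSO overall · Timing – 50 min enzyme reaction at room temperature, protected from light · Detection – fluorescence intensity · Controls – substrate-only low control, DMSO enzyme-plus-substrate high control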
STEP inh: STEP phosphatase inhibitors, primary screen, biochemical, fluorescence intensity, uHTS | Tyrosine-protein phosphatase non-receptor type 5 (Homo sapiens), P54829 | recombinant STEP, OMFP fluorogenic substrate | inhibition, % at 20 µM | 360,000 compounds, 0.25% hits | AID 588621, 2011;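 active means inhibition at 20 µM, scaled per plate between control wells, above about 37%, limit read from the data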;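 further: 0% = DMSO with enzyme and substrate and 100% = substrate only without enzyme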
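medium = Bis-Tris buffer pH 6.0, 2.5 mM DTT, 0.005% Tween 20 | test system = STEP (striatal-enriched tyrosine phosphatase) enzyme, cell-free | measure = normalized % inhibition | compound dosing = 20 µM, 1% DMSO | also added = 25 µM OMFP | schedule = reaction 20 min, ambient temperature | measured by = fluorescence read at 480 nm ex / 540 nm em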
MT1-MMP act inh: blockers of MT1-MMP proenzyme processing, primary screen, HT1080 RFP-PRO-GFP cells, GFP/RFP fluorescence | Matrix metalloproteinase-14 (Homo sapiens), P50281 | GFP/RFP ratio fluorescence, overnight; percent of plate control window, DMSO zero | GFP/RFP ratio change, % at 20 µM | 360,000 compounds, 0.061% hits;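 active means GFP/RFP ratio change of at least 30% with cell ATP level not reduced by more than half and red fluorescence within 50% of control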; further: strong numbers were not always called active
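Assay system: RFP-PRO-GFP reporter HT1080 cells; read-out basis: GFP/RFP fluorescence ratio; benchmarks: DMSO wells and RFP-L50D-GFP cells; doses: 20 µM single dose, 1% DMSO; schedule: overnight cell settling, then overnight compound exposure, 37 °C, 5% CO2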
SUMO1 PPI mod: modulators of SUMO1 protein-protein interactions, primary screen, biochemical, uHTS | Small ubiquitin-related modifier 1 (Homo sapiens), P63165 | SUMO1 binding to a labelled peptide, TR-FRET, 1 h | inhibition, % at 20 µM | 360,000 compounds, 0.33% hits | AID 602429, 2012; in the data active means inhibition above about 37%
Target sequence (P63165 whole entry, looked up): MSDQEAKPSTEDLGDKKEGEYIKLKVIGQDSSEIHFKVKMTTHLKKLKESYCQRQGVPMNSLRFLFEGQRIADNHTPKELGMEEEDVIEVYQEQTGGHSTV
Scp-1 inhibitor: Scp-1 phosphatase inhibitors, primary screen, biochemical, colorimetric, uHTS; 340,000 compounds, 0.88% hits; inhibition, % at 20 µM; Carboxy-terminal domain RNA polymerase II polypeptide A small phosphatase 1 (Homo …; Recombinant Scp1, phosphopeptide, malachite green phosphate absorbance;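 active means inhibition above about 50% at 20 µM, limit read from the data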;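 further: plate controls were DMSO wells with enzyme for no effect and wells lacking enzyme for full effect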
Target sequence (Q9GZU7 76-261 limits assumed): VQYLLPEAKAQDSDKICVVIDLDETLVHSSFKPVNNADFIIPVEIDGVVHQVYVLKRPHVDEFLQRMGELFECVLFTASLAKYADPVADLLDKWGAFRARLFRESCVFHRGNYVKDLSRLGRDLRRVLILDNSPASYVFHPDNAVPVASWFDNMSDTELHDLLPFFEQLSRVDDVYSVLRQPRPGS
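Times: enzyme reaction 45 min at room temperature, colour 5 min, stabilisation 30 min. Material: SCP-1 catalytic fragment, aa 76-261. Medium: Acidic Tris acetate buffer with magnesium and detergent. Signal: colorimetric free-phosphate detection, absorbance 630 nm. Read-out basis: % inhibition of SCP-1 phosphate liberation. Reagent: Phosphorylated 17-residue peptide substrate.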
SKN-1 block: suppressors of acrylamide-induced Pgst-4::GFP reporter in worms, primary screen, SKN-1 inhibitor project, whole organism, uHTS, GFP/RFP fluorescence ratio, strain VP596 | AID 624304, 2012 | inhibition, % at 21.8 µM | C. elegans VP596 Pgst-4::GFP/RFP ratio, 24 h | 360,000 compounds, 0.49% hits;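 active means interference check ratio from 0.5 to 1.5 plus GFP to RFP signal ratio inhibition reaching or exceeding a fixed threshold, cut at about 30% in these data, passing the limit was not always enough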; further: some compounds called inactive have numbers as strong as hits
NRP1-CendR mod: modulators of CendR peptide binding to NRP-1, primary screen, biochemical, fluorescence polarization, uHTS | Neuropilin-1 (Homo sapiens), O14786 | FAM-RPARPAR peptide binding to NRP-1 | inhibition, % at 25 µM | 360,000 compounds, 0.85% hits | AID 602438, 2012;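 active means inhibition or corrected inhibition above about 18%, plus a signal ratio from 0.5 to 1.5, limit read from the data, passing the limit was not always enough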; further: strong numbers were not always called active
Rpn11 block: Rpn11 (PSMD14) deubiquitinase inhibitors, primary screen, biochemical, fluorescence polarization, uHTS. 360,000 compounds, 0.59% hits. human 26S proteasome, Ub4-pepOG fluorescence polarization; 20S core pre-blocked with epoxomicin. AID 588493, 2011. 26S proteasome non-ATPase regulatory subunit 14 (Homo sapiens), O00487. calls only at 20 µM;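 active means inhibition at 20 µM, scaled to each plate's controls, above about 33%, limit read from the data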
Target sequence (O00487 whole entry, looked up): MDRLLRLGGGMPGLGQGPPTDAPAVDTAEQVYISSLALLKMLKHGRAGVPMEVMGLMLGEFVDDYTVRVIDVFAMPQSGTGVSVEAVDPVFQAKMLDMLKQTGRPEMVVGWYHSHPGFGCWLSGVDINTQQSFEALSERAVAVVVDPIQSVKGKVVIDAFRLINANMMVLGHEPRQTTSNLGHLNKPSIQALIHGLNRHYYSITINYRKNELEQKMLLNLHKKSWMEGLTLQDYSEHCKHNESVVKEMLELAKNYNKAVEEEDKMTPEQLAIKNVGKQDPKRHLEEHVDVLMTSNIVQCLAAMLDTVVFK
NadD inh: inhibitors of S. aureus NadD, primary screen, biochemical, colorimetric, uHTS; inhibition, % at 20 µM; purified NadD enzyme, colorimetric absorbance read-out; 360,000 compounds, 0.78% hits; Nicotinate-nucleotide adenylyltransferase NadD (Staphylococcus aureus N315); AID 602399, 2012; in the data active means inhibition above about 26%; further: some compounds past the cut are filed as inactive
DNMT1 inh: human DNMT1 methyltransferase inhibitors, primary screen, biochemical, molecular beacon, fluorescence, HinP1I cleavage, uHTS; inhibition (reported as % activation of signal), % at 10 µM; 360,000 compounds, 0.83% hits; AID 588458, 2011; DNA (cytosine-5)-methyltransferase 1 (Homo sapiens), P26358; in the data active means inhibition above about 50%
Starred values were filed as active, the others as inactive; i = inactive; / = no result given.

SMILES,LMPTP inh,STEP inh,MT1-MMP act inh,SUMO1 PPI mod,Scp-1 inhibitor,SKN-1 block,NRP1-CendR mod,Rpn11 block,NadD inh,DNMT1 inh
O=[N+]([O-])c1ccc(Cl)c(/C=N/N2CCN(Cc3ccccc3Cl)CC2)c1,0.2,3,1,-13,-1,3,4,i,6,2
CN(C)c1nc(=NCc2cccs2)ss1,-1.4,0,3,-6,-8,6,11,i,-3,-4
O=C(Nc1ccc(NC(=O)c2ccco2)cc1)c1ccc2c(c1)OCCO2,2.0,2,4,2,-1,6,10,i,-1,-3
COc1ccc(-c2sc3ccc(N4CCOCC4)cc3c2-c2ccc(O)cc2)cc1,0.8,0,-2,0,-3,12,-16,i,1,0
COc1cc(C(C(=O)NC2CCCC2)N(Cc2ccco2)C(=O)c2snc(C(N)=O)c2N)cc(OC)c1OC (stereo not drawn),0.6,-2,2,-9,12,-1,5,i,-4,1
COc1ccc(NC(=O)c2ccco2)cc1NC(=O)c1ccc(C#N)cc1F,-0.9,-2,-2,0,7,3,1,i,-4,0
O=C1c2ccccc2C(=O)N1CCC(=O)N1CCCc2ccccc21,0.6,2,1,-3,1,13,1,i,2,0
O=C(Nc1nnc(SCc2ccc(Cl)cc2Cl)s1)C1COc2ccccc2O1 (stereo not drawn),0.7,-1,-4,12,-4,-3,0,i,7,1
COc1cc(Cl)c(C)cc1NC(=O)c1ccc(NS(=O)(=O)c2ccc(F)c(F)c2)cc1,0.6,0,/,2,-1,3,-12,i,14,-5
Cc1noc(C)c1COC(=O)COc1cccc2c1OC(C)(C)C2,-1.7,-1,-2,-1,0,12,-2,i,-4,-1
O=C(CN1C(=O)NC2(CCCC2)C1=O)Nc1nc(-c2ccccc2)cs1,0.3,-1,4,2,-3,4,-3,i,-4,-2
Cc1cccc(NC(=S)N/N=C/c2cccc([N+](=O)[O-])c2)c1,3.2,1,5,-4,-5,-19,0,i,7,-1
CCCCC[n+]1ccn(-c2nc3ccccc3nc2[N-]S(=O)(=O)c2ccccc2)c1,-0.9,-2,2,-3,-7,-5,-7,i,-3,-4
O=C(C(=O)N1CCN(c2ccccc2F)CC1)c1c[nH]c2ccccc12,0.0,1,5,5,-2,7,13,i,0,2
CC1CCCCC1NC(=O)COC(=O)c1ccc(S(=O)(=O)NCc2ccco2)cc1 (stereo not drawn),-0.7,4,4,1,47,9,-8,i,-2,25
COc1cccc(C(=O)NC(=O)Nc2cc(C)on2)c1,0.2,-5,-1,-2,-5,0,2,i,-4,-4
C=CC[C@H](CC(=O)OC(C)(C)C)C(=O)OC[C@H]1CCCN1C(=O)[C@@H](CC=C)CC(=O)N(CCO)Cc1ccccc1,-1.5,0,4,1,-6,3,18,i,-3,7
O=C(c1ccc(Cl)s1)N1CCCC(N2CCN(c3ccc(F)cc3)CC2)C1 (stereo not drawn),-0.1,1,3,-6,13,-10,2,i,-4,2
O=C(NC(NCc1ccccc1)C(Cl)(Cl)Cl)c1cccnc1 (stereo not drawn),-3.5,1,1,2,-3,-10,0,i,-3,1
COCCN(C(=S)Nc1ccc(OC)cc1)C1CCN(C(C)C)CC1,-3.1,5,-2,-2,0,-4,7,i,3,2
O=C(CSc1nncs1)NCc1ccc(F)cc1,-0.7,0,2,0,-8,-1,4,i,-7,0
CCOc1ccc(CCNC(=O)c2cccc(NC3=NC4CS(=O)(=O)CC4S3)c2)cc1OCC (stereo not drawn),-1.2,3,0,1,-9,4,5,i,-2,2
COc1ccc(C)cc1NC(=O)C(Sc1nnc2ccccn12)c1ccccc1 (stereo not drawn),-2.1,0,0,1,-2,4,6,i,3,6
O=C(Nc1ccc(F)cc1F)c1cccc(S(=O)(=O)N2CCCCC2)c1,1.2,4,2,1,2,4,0,i,-4,2
O=C(O)CCn1c(=S)oc2ccccc21,-0.1,-27,-4,2,0,1,5,i,-4,11
CC(=O)NC(=S)Nc1ccc(-c2nc3ccc(C)cc3s2)cc1,-1.0,-2,11,-1,-5,4,-7,i,9,16
Cc1cccc(N2CN=C3SCC(=O)N3C2)c1,-0.5,0,-1,-1,-8,0,0,i,7,-1
O=C(c1ccccc1Cc1ccccc1)N1CCN(S(=O)(=O)c2ccccc2F)CC1,0.0,-3,-3,-2,-8,-13,14,i,-4,-1
COC1(C2=NCCN2)COc2ccccc2O1 (stereo not drawn),-3.1,-2,4,0,-4,8,0,i,-6,1
COc1cccc(CN2CCN(c3cccc(C(F)(F)F)c3)CC2)c1OC,-1.5,4,0,0,-2,-5,-3,i,-11,10
Cc1ccc(/C=N/NC(=O)c2nc3nc(C)cc(C)n3n2)cc1,1.1,1,-2,-10,10,-3,4,i,0,14
Cc1ccc(S(=O)(=O)NC(Cc2c[nH]c3ccccc23)C(=O)O)cc1 (stereo not drawn),-1.3,0,12,3,-2,7,-1,i,-6,2
O=C(CCSCc1ccc(Cl)cc1)NCCc1ccccc1,-1.4,1,-1,0,-5,7,-1,i,-10,2
COc1ccc(N(C)S(=O)(=O)c2cccc(C(=O)Nc3ccc4c(c3)OCCO4)c2)cc1,1.5,0,-2,4,-9,-10,5,i,-17,-6
O=C(NCc1nnc(SCC(=O)N2CCN(c3ccccc3)CC2)o1)c1ccccc1,-0.7,-1,0,4,-2,0,3,i,2,0
CCOC(=O)c1cccc(NS(=O)(=O)c2c(C)[nH]c(=O)[nH]c2=O)c1,-0.7,1,4,2,-6,8,-6,i,-1,0
COc1ccccc1C(=O)N1[C@@H](C(C)C)COc2cc(Br)ccc2S1(=O)=O,2.9,-1,-7,2,-14,14,5,i,-6,1
CC(c1nc2ccccc2o1)N1C(=O)c2ccccc2C1=O (stereo not drawn),-0.7,-1,0,-2,-10,8,1,i,1,-1
CCN(CC)C(=O)CSc1nc2cc(S(=O)(=O)N3CCOCC3)ccc2n1CC,-0.9,-1,-1,-4,-12,3,15,i,-2,-1
C[C@H]1CN(Cc2ccccc2)C(=O)[C@@H]1CC(=O)Nc1ccccc1,21,-2,0,5,/,5,1,i,4,1
CCOC(=O)c1c(C)[nH]c(C(=O)OCC(=O)Nc2ccc(OC)c(Cl)c2)c1C,0.7,0,-7,1,2,-5,-16,i,-5,28
CS(=O)(=O)Nc1nnc(SCC(=O)Nc2cccc([N+](=O)[O-])c2)s1,-3.2,-1,-3,-16,-8,2,-4,i,5,-5
O=C1COc2ccccc2C(c2nc3ccccc3[nH]2)N1Cc1ccccc1 (stereo not drawn),-0.6,/,6,2,/,12,1,/,4,/
O=C(CCN1CCCCC1)NCNC(=O)CCN1CCCCC1,-11,-5,0,1,-5,-1,-1,i,8,-6
COc1ccc2[nH]c(=O)c(CNc3ccc(C)c(C)c3)cc2c1,0.9,-2,-29,-11,0,12,-13,i,2,-1
CCN(CC)S(=O)(=O)c1cc(NC(=O)C2CCN(c3ncnc4sc(C)c(C)c34)CC2)ccc1Cl,4.5,4,15,3,11,-1,4,i,26,-6
CC(=O)Nc1ccccc1OCc1nnc(-c2cccs2)o1,-1.8,-1,-6,-4,-5,-15,0,i,-2,2
O=C(c1cc(-c2cccs2)on1)N1CCCc2ccccc21,-0.3,2,-3,0,-10,5,-3,i,-2,-3
CCOC(=O)C1CCN(C(=O)COC(=O)/C=C/c2ccccc2)CC1,-0.6,0,0,-17,6,-12,-12,i,-6,0
CCN(CC)CC(C)OC(=O)c1ccccc1Cl (stereo not drawn),-0.7,-2,-1,0,4,-11,-4,i,0,3

Additional results.
SMILES,LMPTP inh,STEP inh,MT1-MMP act inh,SUMO1 PPI mod,Scp-1 inhibitor,SKN-1 block,NRP1-CendR mod,Rpn11 block,NadD inh,DNMT1 inh
c1ccc(C[C@H]2CN=C(Nc3ccccc3)N2CCCC2CCCCC2)cc1,-1.6,-7,-2,-1,-3,5,-2,i,-6,1
O=C(C1CCCN(c2ncnc3c2nc2n3CCCCC2)C1)N1CCN(c2ccc(Cl)cc2)CC1 (stereo not drawn),2.1,0,-3,4,3,-9,-3,i,2,-2
Cc1cccc(NC(=O)c2nc[nH]c2C(=O)NC2CCN(C(=O)OC(C)(C)C)CC2)c1,3.0,-2,6,3,2,0,-3,i,13,-10
Cc1nc(SCC(=O)NNC(=O)c2ccc(F)cc2)c2ccccc2n1,0.8,2,-3,0,0,-7,13,i,2,4
COCCN(CC(=O)Nc1cccc(C)c1C)C(=O)c1ccc(S(=O)(=O)N2CCOCC2)cc1,-1.8,-1,4,4,-4,8,1,i,-1,1
O=C(COC(=O)C1CC1)c1c[nH]c2ccccc12,-1.6,1,-7,0,-4,3,-2,i,-3,-4
CN(C)CCCN(C(=O)c1ccc([N+](=O)[O-])s1)c1nc2cc3c(cc2s1)OCCO3,-5.1,-4,2,-58,-5,21,18,i,-6,-4
COc1ccc(Cc2nnc(NS(C)(=O)=O)s2)cc1,-0.1,-3,-3,0,-11,8,2,i,7,6
O=C(NC(=S)Nc1nc(-c2ccccc2)cs1)c1cccnc1,3.1,2,7,-3,1,10,-4,i,12,-8
CC1CC(C)CN(C(=O)CNC(=O)c2sc3ccccc3c2Cl)C1 (stereo not drawn),1.9,1,0,-18,1,10,-5,i,-10,2
Cc1cc(C)c(NC(=O)COC(=O)Cc2ccsc2)c(C)c1,-0.5,-1,1,1,-9,11,-14,i,-5,-1
